# PAFAH1B2 FP inh: PAFAH1B2 enzyme inhibitors, primary screen, biochemical, fluorescence polarization, human | Platelet-activating factor acetylhydrolase IB subunit alpha2 (Homo sapiens), P68402 | recombinant PAFAH1B2, FP-rhodamine activity probe | inhibition, % at 3.39 µM | 1.2% of 340,000 active | AID 492953, 2010;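 active = inhibition above the mean of all tested compounds plus 3 SD, cut at about 24% in these data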;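 also: 0% = enzyme with DMSO and 100% = wells lacking PAFAH1B2; many of its hits are not listed in these tables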
# GSTO1 inh: inhibitors of recombinant GSTO1, primary screen, counter-screen for RBBP9 inhibitor project, biochemical, fluorescence polarization; Glutathione S-transferase omega-1 (Homo sapiens), P78417; activity-based probe fluorescence polarization; inhibition, % at 5.96 µM; 1.1% of 300,000 active; AID 1974, 2009;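 active = inhibition above the campaign mean inhibition plus 3 SD, cut at about 35% in these data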;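 also: 0% = GSTO1-1 with DMSO and 100% = wells lacking GSTO1-1 enzyme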
# Target sequence (P78417 whole entry, looked up): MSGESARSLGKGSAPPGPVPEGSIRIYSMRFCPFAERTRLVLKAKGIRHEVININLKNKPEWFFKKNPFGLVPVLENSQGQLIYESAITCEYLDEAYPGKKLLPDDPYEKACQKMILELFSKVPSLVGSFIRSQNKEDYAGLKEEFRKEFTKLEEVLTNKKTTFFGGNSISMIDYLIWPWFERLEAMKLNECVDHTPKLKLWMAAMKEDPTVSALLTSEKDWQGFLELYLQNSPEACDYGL
# PAFAH1B3 inh: PAFAH1B3 enzyme inhibitors, primary screen, biochemical, fluorescence polarization, human; AID 492972, 2010; inhibition, % at 3.39 µM; recombinant PAFAH1B3, FP-rhodamine probe; 0.28% of 340,000 active; Platelet-activating factor acetylhydrolase IB subunit alpha1 (Homo sapiens), Q15102;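 active = inhibition above the screen-wide average of all tested compounds plus 3 SD, cut at about 25% in these data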;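 also: 0% = enzyme with DMSO only and 100% = wells lacking PAFAH1B3 protein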
# LYPLA1 counter: LYPLA1 inhibitors, primary screen, counter-screen for PME1 inhibitor project, biochemical, fluorescence polarization, FP-Rh probe ABPP; Acyl-protein thioesterase 1 (Homo sapiens), O75608; inhibition, % at 5.9 µM; recombinant LYPLA1; AID 2174, 2009; 0.16% of 320,000 active;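 active = inhibition above the mean of all tested compounds plus 3 SD, set per campaign, cut at about 14% in these data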;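 also: inhibitors block serine hydrolase probe labeling of LYPLA1 so polarization falls; 0% = enzyme with DMSO and 100% = wells lacking LYPLA1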
# pPAFAH inh: pPAFAH enzyme inhibitors, primary screen, biochemical, fluorescence polarization, human | recombinant pPAFAH, FP-rhodamine probe fluorescence polarization | inhibition, % at 3.39 µM | Platelet-activating factor acetylhydrolase (Homo sapiens), Q13093 | 1.5% of 330,000 active | AID 463082, 2010;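 active = inhibition above the mean inhibition across the screen plus 3 SD, cut at about 25% in these data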;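 also: inhibitors block binding of the rhodamine activity-based probe so polarization drops; 0% = enzyme with DMSO and 100% = wells lacking pPAFAH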
# LYPLA2 inh: LYPLA2 inhibitors, primary screen, counter-screen for PME1 inhibitor project, biochemical, fluorescence polarization, FP-Rh probe ABPP; Acyl-protein thioesterase 2 (Homo sapiens), O95372; recombinant LYPLA2; inhibition, % at 5.9 µM; 0.38% of 320,000 active;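 active = inhibition above the screen-wide mean plus 3 SD, limit set per campaign, cut at about 26% in these data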;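 also: 0% = LYPLA2 with DMSO and 100% = wells lacking LYPLA2 enzyme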
# PREPL inh: PREPL enzyme inhibitors, primary screen, biochemical, fluorescence polarization; recombinant PREPL, fluorescence polarization activity-based probe; inhibition, % at 5.96 µM; 0.68% of 320,000 active; in the data active = inhibition above about 43%;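 also: 0% = enzyme with DMSO and 100% = wells lacking enzyme; many of its hits are not listed in these tables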
# Target sequence (Q4J6C6 whole entry, looked up): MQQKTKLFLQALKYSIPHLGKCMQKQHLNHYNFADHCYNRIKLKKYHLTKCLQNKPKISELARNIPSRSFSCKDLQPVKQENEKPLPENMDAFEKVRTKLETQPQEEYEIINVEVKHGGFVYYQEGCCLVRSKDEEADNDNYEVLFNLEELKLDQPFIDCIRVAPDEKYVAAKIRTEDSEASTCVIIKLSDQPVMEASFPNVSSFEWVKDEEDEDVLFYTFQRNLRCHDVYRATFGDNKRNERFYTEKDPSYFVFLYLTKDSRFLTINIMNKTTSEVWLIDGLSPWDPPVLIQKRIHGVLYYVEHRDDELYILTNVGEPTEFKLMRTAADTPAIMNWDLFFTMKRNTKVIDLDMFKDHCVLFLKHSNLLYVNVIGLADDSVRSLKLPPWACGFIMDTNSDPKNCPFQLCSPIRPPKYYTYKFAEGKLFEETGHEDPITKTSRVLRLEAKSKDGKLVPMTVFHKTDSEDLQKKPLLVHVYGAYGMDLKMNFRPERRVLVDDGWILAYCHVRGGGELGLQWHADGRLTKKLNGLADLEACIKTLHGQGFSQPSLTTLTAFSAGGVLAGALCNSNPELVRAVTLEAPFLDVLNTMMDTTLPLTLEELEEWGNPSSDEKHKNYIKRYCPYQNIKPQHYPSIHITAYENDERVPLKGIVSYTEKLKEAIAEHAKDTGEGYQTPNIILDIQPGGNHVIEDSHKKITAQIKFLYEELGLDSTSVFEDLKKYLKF
# PAD4 inh: human PAD4 inhibitors, primary screen, biochemical, fluorescence polarization, 1536-well format; Protein-arginine deiminase type-4 (Homo sapiens), Q9UM07; recombinant PAD4, RCA probe fluorescence polarization; inhibition, % at 6.36 µM; 0.41% of 330,000 active;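 active = percent inhibition above a cutoff equal to the mean of all tested compounds plus 3 SD, cut at about 15% in these data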;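 also: 0% = PAD4 with RCA probe and DMSO and 100% = probe without PAD4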
# PAFAH2 FP inh: PAFAH2 enzyme inhibitors, primary screen, biochemical, fluorescence polarization, human; 0.99% of 340,000 active; AID 492956, 2010; inhibition, % at 3.39 µM; recombinant PAFAH2, FP-rhodamine activity probe;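 active = inhibition above the mean over all tested compounds plus 3 SD, cut at about 30% in these data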;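 also: inhibitors block probe labeling of enzyme so polarization drops; 0% = enzyme with DMSO and 100% = wells lacking PAFAH2 protein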
# The depositor's hits bear a star; . = not tested or not shown. Not all compounds are listed. The share of hits here may be higher or lower than overall.
SMILES,PAFAH1B2 FP inh,GSTO1 inh,PAFAH1B3 inh,LYPLA1 counter,pPAFAH inh,LYPLA2 inh,PREPL inh,PAD4 inh,PAFAH2 FP inh
Cc1ccc(CN=c2c([N+](=O)[O-])nn(-c3ccc4c(c3)OCCO4)n2O)cc1,6,4,4,3,8,8,1,1,2
Cc1c(NC(=O)c2ccc(N(C)S(C)(=O)=O)cc2)c(=O)n(-c2ccccc2)n1C,5,-1,10,6,-4,2,-1,-7,5
Cc1ccc2c(CC(=O)NCC(=O)Nc3c(C)cccc3C)coc2c1,-1,-14,0,0,6,3,7,-4,5
CN(c1ccc(O)cc1)c1nc(-c2cccnc2)cs1,3,11,8,1,21,3,4,2,-3
CCCC(CCC(=O)OC)(C(=O)OCC)c1csc(N)n1 (stereo unspecified),-7,-1,-1,1,3,8,2,0,4
COc1ccccc1NC(=S)NCc1ccccc1,5,0,9,2,6,5,6,2,5
CC12CC3(C)CC(C)(C1)CC(C(=O)NCc1ccccn1)(C2)C3,9,-1,4,7,2,6,-17,-3,1
Cc1onc(-c2ccccc2)c1C(=O)Nc1nnc(CC(C)C)s1,9,-4,0,4,1,1,-1,-1,6
COc1ccc(NC(=O)[C@@H]2[C@@H]3C(=O)N(C4CCCCC4)C(=O)[C@@H]3C3c4ccccc4C=CN32)cc1 (stereo partly specified),5,-2,7,-7,-6,-10,18,-21,2
CC(C)CC(C)N1CCC(n2nccc2NC(=O)CCc2ccccc2)CC1 (stereo unspecified),-1,0,-2,3,1,8,8,2,0
CCOc1ccc2nc(COC(=O)c3cccs3)c(C(=O)c3ccccc3)[n+]([O-])c2c1,6,4,6,-1,5,-6,-1,-1,0
CC1=NN(c2ccccc2)C(=O)/C1=C\N(O)c1ccccc1,0,48*,12,-1,1,-1,3,-11,4
O=C(O)CCn1cnc2ccccc2c1=O,-1,3,0,2,-1,-3,0,-5,-2
COc1ccc(/C=N/NC(=O)c2cc(OC)c(OC)c(OC)c2)cc1CN1CCc2cc(OC)c(OC)cc2C1C (stereo unspecified),0,-8,5,-9,-2,-10,3,-2,0
CN1CCN(CCC(=O)N/N=C/c2cc3c(cc2[N+](=O)[O-])OCO3)CC1,2,-3,2,-2,3,-1,2,1,-2
CSC(=NNC(=O)c1ccc(O)cc1)SC,1,-3,4,2,-1,0,1,-3,-5
COc1ccccc1NC(=O)CN1CCN(CC(=O)Nc2ccc3c(c2)OCO3)CC1,9,21,10,-4,-3,1,-29,-14,-1
COc1ccc(-c2noc(CCC(=O)Nc3cccnc3)n2)cc1,1,2,4,-1,5,1,4,-1,6
COc1ccc(CCN(C(=O)c2ccc(F)cc2)C2=CC3CCC(C2)N3C)cc1OC (stereo unspecified),11,3,9,0,3,-4,5,2,3
CCN1CCN(CCCNC(=O)c2cc3sccc3n2CC)CC1,1,0,1,-3,-4,-3,-1,1,1
CCOP(=O)(OCC)c1nc(-c2ccc(OC)cc2)oc1N1CCOCC1,2,9,-2,-1,0,0,2,2,-3
CC(C)C1Oc2ccccc2N(CC(=O)N(Cc2ccccn2)CC2CCCO2)C1=O (stereo unspecified),5,4,0,1,8,3,2,1,3
Cc1cc(C)n(-c2cc(Oc3ccccc3)ncn2)n1,-1,5,-3,1,2,5,11,-1,-9
C[C@H]1CN([C@@H](C)CO)C(=O)c2cccc(NS(=O)(=O)c3ccc(Cl)cc3)c2O[C@@H]1CN(C)CC1CCCCC1,0,.,9,.,8,.,61*,-2,1
COC(=O)C1=CN(C2CC2)C=C(C(=O)OC)C1c1ccc(C(=O)OC)cc1,4,-3,3,2,4,5,4,0,-6
CC(C)(C)S(=O)(=O)c1cnc2c(-c3ccsc3)cnn2c1N,2,4,5,0,7,8,1,0,11
CC(Sc1nc2ccccc2s1)C(=O)c1c(N)n(C)c(=O)n(C)c1=O (stereo unspecified),3,0,3,-3,0,-6,4,1,8
CNS(=O)(=O)c1cccc(C(=O)OCC(=O)c2ccc[nH]2)c1,3,.,-2,-6,8,-6,1,6,12
CC(C)(C)NC(=O)C(c1cccs1)N(Cc1ccc(F)cc1)C(=O)c1csnn1 (stereo unspecified),6,-1,1,2,1,-6,3,2,6
O=C(CCNS(=O)(=O)c1ccc(Br)s1)Nc1ccc(Cl)cc1,18,-9,0,-1,-7,-3,-37,-5,-2
Cc1ccc(C)c(N2CCN(C(=O)c3ccc(Cl)c(NC4=NC5CS(=O)(=O)CC5S4)c3)CC2)c1 (stereo unspecified),6,-2,-1,4,5,3,22,0,-1
Cc1c(C(=O)Nc2nccs2)oc2c(Cl)cccc12,-6,-8,-6,-14,-18,-28,-4,-7,-12
CCOC(=S)SCC(=O)Nc1nc(-c2ccc(Br)cc2)cs1,11,-7,0,-25,-5,-37,-15,15,-16
CCc1sc(C(=O)Nc2ccc(OC)c(S(=O)(=O)N3CCOCC3)c2)cc1C,4,.,4,.,-2,.,3,-1,-3
COc1ccc2[nH]c(=O)c(CN(CC3CCCO3)C(=S)Nc3cccc(C)c3)cc2c1 (stereo unspecified),3,0,4,3,3,0,-2,0,-7
Oc1cccc(/C=N\Nc2nncc(-c3ccccc3)n2)c1,6,-20,1,1,-2,3,4,3,-2
C/C=C/c1ccc(OCCCCOc2ccccc2C(C)=O)c(OC)c1,1,-9,10,-2,6,10,3,-2,2
COc1cc(OC)c(S(=O)(=O)N2CCCCC2)cc1S(=O)(=O)N1CCCCC1,4,7,6,4,1,4,11,0,2
O=C(COC(=O)c1cccc(S(=O)(=O)NCc2ccccc2)c1)Nc1ccccc1OC(F)F,10,5,6,6,32*,5,-2,-1,43*
NC(=O)COc1ccc(/C=N/NC(=O)C2CCCN2S(=O)(=O)c2ccc(Cl)cc2)cc1 (stereo unspecified),3,-1,1,-2,6,-1,11,-5,3
COC(=O)c1sc2ccccc2c1-n1cccc1C(=O)C(=O)Nc1ccccc1,-3,0,10,-5,3,-8,-17,-1,-2
CC(=O)c1cccc(NC(=O)CN2CCc3cc4c(cc3C2)OCCCO4)c1,-1,-6,-2,-2,-2,6,-9,3,-2
N#Cc1ccccc1OCC(=O)NNC(=O)CNC(=O)c1cccc(Br)c1,2,.,4,1,3,9,4,2,0
C=CCn1c(SCC(=O)c2[nH]c(C)c(C(=O)OCC)c2C)nc2scc(-c3ccc(OC)c(OC)c3)c2c1=O,-2,5,-3,0,1,-4,-1,1,-7
CC(=O)Nc1ccc2nc(NC(=O)c3ccco3)sc2c1,-1,1,5,-3,6,2,-4,0,6
O=C(NCCCCc1ccccc1)C1CC(c2ccccc2[N+](=O)[O-])=NO1 (stereo unspecified),7,-2,0,-3,12,0,15,-1,4
CC(C)N1C(=O)CCC1C(=O)NCCc1ccccc1 (stereo unspecified),3,-4,2,-2,3,-6,3,0,5
Cc1ccc(NC(=O)c2nsc(Cl)c2Cl)cc1,1,-3,-3,3,-8,-3,13,-7,1
COc1ccc(C2C(C#N)=C(N)Oc3cc(C)n(CCN4CCOCC4)c(=O)c32)cc1OC (stereo unspecified),-4,7,3,4,1,-1,-1,0,-1
Cc1cc(C(=O)NC(C)c2ccncc2)no1 (stereo unspecified),3,-8,-1,-3,1,-7,14,-2,10

# The closing 5 compounds of the part before come first, to join the parts.
SMILES,PAFAH1B2 FP inh,GSTO1 inh,PAFAH1B3 inh,LYPLA1 counter,pPAFAH inh,LYPLA2 inh,PREPL inh,PAD4 inh,PAFAH2 FP inh
O=C(NCCCCc1ccccc1)C1CC(c2ccccc2[N+](=O)[O-])=NO1 (stereo unspecified),7,-2,0,-3,12,0,15,-1,4
CC(C)N1C(=O)CCC1C(=O)NCCc1ccccc1 (stereo unspecified),3,-4,2,-2,3,-6,3,0,5
Cc1ccc(NC(=O)c2nsc(Cl)c2Cl)cc1,1,-3,-3,3,-8,-3,13,-7,1
COc1ccc(C2C(C#N)=C(N)Oc3cc(C)n(CCN4CCOCC4)c(=O)c32)cc1OC (stereo unspecified),-4,7,3,4,1,-1,-1,0,-1
Cc1cc(C(=O)NC(C)c2ccncc2)no1 (stereo unspecified),3,-8,-1,-3,1,-7,14,-2,10
Cc1ccc(-c2nc3ccccc3s2)cc1S(=O)(=O)N1CCOCC1,8,1,5,-3,5,-4,11,-5,-1
Cc1ccc(S(=O)(=O)c2nnn3c2nc(N2CCOCC2)c2ccccc23)cc1,-1,-9,2,3,6,0,1,1,3
CC(=O)c1cccc(NC(=O)COC(=O)[C@@H](NC(=O)OCc2ccccc2)C(C)C)c1,3,-1,0,2,2,4,9,-2,0
OCCC1CN(Cc2ccc(F)cc2Cl)CCN1CCc1ccccc1 (stereo unspecified),8,5,5,4,7,6,22,-3,2
CC(C)(C)NC(=O)COC(=O)CCC(=O)c1cccs1,1,16,6,-3,1,1,4,-6,1
Cc1nc(SCC#N)c2c3c(sc2n1)CCC3,-2,-9,6,0,2,7,-13,-3,3
CCCc1nc2cc(Cl)c([N+](=O)[O-])cc2o1,-1,-12,5,0,-3,-3,3,-3,5
C=CCNC(=O)C(C)Sc1ccc(Cl)cc1 (stereo unspecified),1,9,-3,2,-2,-2,-11,-2,8
COc1ccc(C)cc1N(CC(=O)NCCN1CCOCC1)S(=O)(=O)c1ccccc1,1,6,6,2,1,0,-1,-4,4
CC(CNc1nc2ccccc2n2cnnc12)c1ccccc1 (stereo unspecified),19,-5,12,-4,-3,-9,-47,9,2
CCOC(=O)C1=CN(Cc2cccc(Br)c2)S(=O)(=O)NC1C (stereo unspecified),7,.,8,.,13,.,.,0,-2
O=C(Oc1ccc(-c2ccccc2)cc1)N1CCOCC1,5,4,-2,-1,94*,-1,23,-2,32*
COc1ccc(N=Nc2ccc(N)nc2N)cc1,4,3,2,3,5,8,17,-4,4
CCN(CC)C(=O)CN(c1cccc(OC)c1)S(=O)(=O)c1ccc(C)cc1,3,0,8,0,-1,0,-4,-3,9
O=[N+]([O-])c1ccc(CN2CCSCC2)cc1,1,-8,4,2,4,1,6,2,2
Cc1ccc(C(=O)NCCCn2ccnc2)cc1C,.,-1,.,-2,-1,-2,5,-2,.
Cc1cc(Oc2ccc(C(C)(C)C)cc2)nc(N2CCOCC2)n1,3,3,1,-1,0,-1,-1,-4,4
CN(C)C(CNC(=O)Nc1cccc(Cl)c1)c1cccnc1 (stereo unspecified),2,2,2,-2,-1,-3,-1,0,-4
CCC(C)n1nnc2c(=O)oc3ccccc3c21 (stereo unspecified),1,0,11,3,2,8,-2,2,-4
O=C(CSc1nc(C2CCCCC2)n(-c2ccccc2)n1)NCCN1C(=O)CSC1=O,-2,-2,3,1,2,-3,-2,2,3
O=Cc1cn(CC(=O)N2CCCc3ccccc32)c2ccccc12,2,3,8,-4,5,5,0,-1,0

# Source: PubChem (The Scripps Research Institute Molecular Screening Center)
